Compound activity as filed in PubChem BioAssay.
GPR151 ag: activates the human receptor GPR151; Q8TDV0; PathHunter beta-arrestin GPR151 cells, luminescence; activation, % at 11.2 µM; 650,000 tested, 1% active; AID 1508602; in the data active = activation above about 4.9%;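 also: 0% = median of compound wells and 100% = cells with positive control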
Target sequence (Q8TDV0 whole entry, looked up): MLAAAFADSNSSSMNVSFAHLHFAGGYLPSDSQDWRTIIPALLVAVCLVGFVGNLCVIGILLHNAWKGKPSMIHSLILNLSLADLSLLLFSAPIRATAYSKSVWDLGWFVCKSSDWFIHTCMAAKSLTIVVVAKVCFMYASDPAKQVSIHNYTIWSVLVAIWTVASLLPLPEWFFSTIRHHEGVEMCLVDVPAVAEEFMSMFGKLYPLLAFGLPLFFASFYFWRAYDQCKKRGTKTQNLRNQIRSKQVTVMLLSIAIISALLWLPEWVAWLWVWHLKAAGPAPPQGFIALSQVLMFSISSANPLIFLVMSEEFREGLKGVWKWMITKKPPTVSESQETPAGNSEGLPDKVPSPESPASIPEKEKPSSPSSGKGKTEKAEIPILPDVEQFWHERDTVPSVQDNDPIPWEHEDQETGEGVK
MITF inh: inhibitors of human MITF. O75030. AlphaScreen MITF homodimerization, bead proximity signal. inhibition, % at 2.6 µM. 650,000 tested, 0.91% active. AID 1259374; in the data active = inhibition above about 50%;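 also: 0% = vehicle wells with protein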
Target sequence (O75030 whole entry, looked up): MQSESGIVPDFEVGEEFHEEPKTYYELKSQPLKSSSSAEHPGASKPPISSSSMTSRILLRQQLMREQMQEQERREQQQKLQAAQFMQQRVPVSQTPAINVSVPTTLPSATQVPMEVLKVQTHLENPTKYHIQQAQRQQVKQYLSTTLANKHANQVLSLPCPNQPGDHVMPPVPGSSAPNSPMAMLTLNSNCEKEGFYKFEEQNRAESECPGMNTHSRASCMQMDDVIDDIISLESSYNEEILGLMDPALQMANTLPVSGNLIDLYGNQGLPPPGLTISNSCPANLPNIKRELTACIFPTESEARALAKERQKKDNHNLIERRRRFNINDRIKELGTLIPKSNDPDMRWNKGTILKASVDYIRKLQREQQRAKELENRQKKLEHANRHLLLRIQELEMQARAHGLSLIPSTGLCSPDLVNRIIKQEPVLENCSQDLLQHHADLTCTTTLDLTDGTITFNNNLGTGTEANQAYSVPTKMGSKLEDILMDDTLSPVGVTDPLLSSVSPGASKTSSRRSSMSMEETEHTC
TEAD-YAP inh: TEAD-YAP interaction inhibition; inhibition, % at 9.12 µM; 640,000 tested, 1.4% active; HEK-TIYL cells, TEAD-Gal4/YAP UAS-luciferase luminescence; AID 1259422; in the data active = inhibition above about 32%;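 also: 0% = median of test compound wells and 100% = reference inhibitor wells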
FBW7 act: human FBW7 E3 ligase activation, primary screen. Q969H0. AlphaScreen FBW7–phospho-cyclin E peptide binding, activator screen. normalized activity (activation), % at 26.1 µM. 650,000 tested, 0.13% active. AID 1259310; in the data active = normalized activity above about 1.9%;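 also: purified mutant Fbw7 with reduced substrate affinity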
* hit, by the source's call.

Preview:
SMILES	GPR151 ag	MITF inh	TEAD-YAP inh	FBW7 act
CC1=C(C#N)C(c2c(C)[nH]n(-c3ccccc3)c2=O)(C(F)(F)F)C(=O)N1 (stereo unspecified)	2.2	5	-3	-0.1
O=C(C1CCC1)N1CCc2c([nH]c3ccccc23)C1c1ccccn1 (stereo unspecified)	0.8	-1	-16	-0.2

The whole of this part, previewed entries included:
SMILES	GPR151 ag	MITF inh	TEAD-YAP inh	FBW7 act
CC1=C(C#N)C(c2c(C)[nH]n(-c3ccccc3)c2=O)(C(F)(F)F)C(=O)N1 (stereo unspecified)	2.2	5	-3	-0.1
O=C(C1CCC1)N1CCc2c([nH]c3ccccc23)C1c1ccccn1 (stereo unspecified)	0.8	-1	-16	-0.2
CCOC(=O)C1=C(CC)NC2=C(C(=O)CCC2)C1c1ccccc1OCC (stereo unspecified)	-0.7	-6	-1	0.0
Cc1cc(C(=O)NC2CCSC2=O)ccc1[N+](=O)[O-] (stereo unspecified)	-0.2	10	3	-0.2
CSCCC(NS(=O)(=O)/C=C/c1ccccc1)C(=O)O (stereo unspecified)	-0.5	-5	-3	0.0
Cc1ccc(S(=O)(=O)NCC(=O)Nc2cccc([N+](=O)[O-])c2)cc1	-0.7	4	0	0.1
Cc1ccc(OCC(=O)N/N=C/c2ccccc2Cl)cc1	-1.0	6	-1	-0.1
O=C(OCc1nc2ccccc2s1)c1ccccc1O	-2.7	-13	-29	0.2
COCCn1c(SCC(=O)Nc2cccc(F)c2)nc2c(oc3ccccc32)c1=O	1.1	11	5	0.0
Cc1ccc(COc2c(Br)cc(/C=C(\C#N)c3nc4ccccc4[nH]3)cc2Br)cc1	-1.2	14	-1	-0.1
CCOc1ccc(-c2nc(-c3cccc([N+](=O)[O-])c3)no2)cc1OCC	0.1	16	2	0.6
CC(=O)c1ccc(NC(=S)NC(=O)c2cccnc2)cc1	0.2	-3	-7	0.0
Cc1ccccc1C(=O)Oc1ccc(N2C(=O)C3C4C=CC(C5CC45)C3C2=O)cc1 (stereo unspecified)	0.3	13	11	0.2
CC(C)(C)N1CC(OC(=O)Nc2ccccc2)C1	2.4	-5	-2	-0.1
CCOc1ccccc1Nc1nnc(SCC(=O)N(C(C)C)C(C)C)s1	-0.7	2	2	0.1
O=C(O)c1cccc(-n2[nH]c(=O)ccc2=O)c1	-1.4	-11	-1	-0.2
CCOC(=O)c1sc2ncn(CC(=O)NCc3ccccc3OC)c(=O)c2c1C	-0.8	13	9	0.0
C=CCNC(=O)CC(=O)N/N=C/c1ccc(OC)c(OC)c1	-0.4	-12	-15	0.1
O=C(O)CCCCCNC(=O)/C=C/c1ccco1	-1.2	29	-6	1.7
CCN(CC)C(=O)C(=O)N/N=C/c1ccc(C(=O)OC)cc1	-0.7	3	-2	1.1
Clc1ccc(CSc2nnc3ncccn23)cc1	-1.3	1	-47	0.2
CN(c1ccccc1)S(=O)(=O)c1ccc(/C(O)=C(\C#N)c2nc3ccccc3s2)cc1	-1.0	5	-10	-0.5
COC(=O)C1C(=O)CC(C)(O)C(C(=O)OC)C1c1ccc(N(C)C)cc1 (stereo unspecified)	-0.1	6	2	0.1
Nc1nc(NCc2cccc(C(F)(F)F)c2)cc(-c2ccc(C(=O)NC3CC3)cc2)n1	1.2	-2	-8	0.4
COc1ccc(OC)c2c(C)cc(NCC3CCCO3)nc12 (stereo unspecified)	0.0	4	-3	-0.1
SMILES	GPR151 ag	MITF inh	TEAD-YAP inh	FBW7 act
CCOc1ccccc1Nc1cnn(C23CC4CC(CC(C4)C2)C3)c(=O)c1Cl	0.1	12	2	0.0
COc1c(C)cc(C(=O)C2CCCN(S(=O)(=O)c3ccccc3)C2)cc1C (stereo unspecified)	1.4	-3	28	0.1
O=C(/C=C/c1cc(Br)cs1)Nc1cccc([N+](=O)[O-])c1	-0.3	9	-25	-0.1
COCCC(=O)Nc1ccc2c(c1)CN(Cc1cnc(N)nc1)CC2	0.9	-6	0	-0.1
Cc1cc(C(=O)OCC(=O)c2ccc(Cl)c([N+](=O)[O-])c2)c2ccccc2n1	0.0	-7	-2	-0.2
O=C1OC(c2ccc([N+](=O)[O-])cc2Cl)=N/C1=C\c1ccc(Cl)cc1Cl	0.4	5	-1	0.2
COC(c1ccc2c(c1)CN(C(=O)CCc1cnccn1)CCO2)C1CCCCC1 (stereo unspecified)	-0.3	15	4	-0.2
Cc1ccc2nc(NC(=O)c3ccccc3O)sc2c1	-2.0	-5	-55	0.1
CCOc1ccc(C)cc1S(=O)(=O)Nc1ccc(Br)cc1	0.9	-2	4	-0.1
CC(C)C1=CC23CCC4C(C)(C(=O)O)CCCC4(C)C2CC1C1C(=O)N(c2cccc(C(=O)O)c2)C(=O)C13 (stereo unspecified)	0.4	5	1	0.3
COC(=O)c1ccc(NC(=O)CSc2cn(CC(=O)N3CCCC3)c3ccccc23)cc1	-0.2	0	4	0.2
CS(=O)(=O)N1CCN(C(=O)c2cccnc2)CC1	0.7	8	5	0.1
Cc1ccc(-c2csc(NC(=O)c3ccc(S(=O)(=O)N(C)c4ccccc4)cc3)n2)cc1	-0.2	5	12	-0.1
O=S(=O)(NCCCCN1CCOC(c2ccccc2)C1)c1ccc(F)c(Cl)c1 (stereo unspecified)	0.4	-3	4	0.1
C=CCn1c(C)cc(C(=O)COC(=O)CCc2cc(OC)c(OC)c(OC)c2)c1C	1.2	-3	-3	0.2
CCC(=O)Nc1ccc(C(=O)OCc2ccccc2)cc1	0.2	21	-41	1.0
COc1ccc(Br)cc1C1NC(=O)NC(C)=C1C(=O)OC(C)C (stereo unspecified)	0.7	7	-1	-0.1
CC(C)C[C@@H]1NC(=O)[C@@H]2C[C@H](NC(=O)c3cc(C(C)(C)C)nn3C)CN2C1=O	0.2	-6	-3	0.1
Cn1c(=O)c2ccccc2n2c(CCl)nnc12	-1.0	9	-3	0.7
O=C(NCc1ccccc1)c1csc(NCc2ccc3c(c2)OCO3)n1	-0.6	2	3	0.0
Cc1ccc(C2(C)NC(=O)N(CC(=O)N3CCOCC3)C2=O)cc1 (stereo unspecified)	-0.7	9	6	0.0
COc1ccc(C(=O)/C=C2\C(=O)Nc3ccccc32)cc1	0.6	13	11	0.1
CC/C(C)=N/Nc1ccc([N+](=O)[O-])cc1S(=O)(=O)Nc1ccc(OC)cc1	1.8	8	2	-0.1
COc1cc(C=O)cc(Cl)c1OC(=O)c1ccccc1F	1.7	-15	-2	-0.1
CC1(C)Cc2c(c(-c3ccco3)nc3sc4c(N5CCOCC5)ncnc4c23)CO1	1.8	2	-14	0.0
SMILES	GPR151 ag	MITF inh	TEAD-YAP inh	FBW7 act
COc1ccc(Oc2c(C(F)(F)F)oc3cc(OC(=O)c4ccc(F)cc4)ccc3c2=O)cc1	0.9	6	2	0.0
COP(=O)(OC)c1nc(-c2cccs2)oc1NCc1ccc(C)cc1	-0.3	7	-9	-0.1
Cc1ccc([C@@H]2C[C@H]3CN(Cc4cccc(Cl)c4)C(=O)[C@]34CCCN24)o1	-0.5	-3	1	-0.1
CCOC(=O)c1c(NC(=O)COC(=O)c2ccc(Cl)cc2N)sc(C(C)=O)c1C	0.4	-6	5	0.0
O=S(=O)(c1ccc2c(c1)CCCC2)N1CCOC(c2ccccc2)C1 (stereo unspecified)	-1.4	7	9	0.6
COc1cccc(/C(O)=C/c2nc3ncc(Br)cc3[nH]c2=O)c1	0.0	1	6	-0.4
CCC(C)NC(=O)c1ccc(CNC(=O)c2cccc(Br)c2)cc1 (stereo unspecified)	-1.3	14	0	-0.5
CC1=C(C#N)C(=O)N(C)C(=O)/C1=C/c1ccc(-c2cccc(Cl)c2C)o1	5.0*	-12	-1	-0.6
O=C(Nc1ccccc1C(=O)NC1CCCCC1)c1ccccc1	-0.7	4	5	-0.1
COC(=O)CCSc1cc(NCCCOC(C)=O)c([N+](=O)[O-])c2nonc12	-1.3	-1	-13	0.1
O=C1NCCN=C1CC(=O)c1ccccc1	-2.0	12	-26	0.5
O=C(CCN1C(=O)/C(=C\c2ccccc2F)SC1=S)N(CCO)Cc1ccccc1	-1.3	-4	2	-0.1
C#CCOCCOC(=O)Nc1ccccc1	-2.3	-7	-39	-0.1
COc1ccc2oc(=Nc3ccc(F)cc3F)c(C(N)=O)cc2c1	3.3	7	-1	0.5
O=C(CCc1n[nH]c(=O)[nH]c1=O)N/N=C/c1c(O)ccc2ccccc12	0.1	11	3	-0.1
CCN(CC)c1nc(C)nc2sc(C(=O)Nc3ccc(C)cc3Br)c(C)c12	-0.9	5	10	-0.1
COc1ccc(CN2CCc3nc(N4CCCCCC4)[nH]c(=O)c3C2)cc1O	1.5	7	17	-0.2
CC1(C)C2CCC1(CS(=O)(=O)N1CCC(Cc3ccccc3)CC1)C(=O)C2 (stereo unspecified)	-0.7	4	-8	-0.1
O=C(COc1cccc(C(F)(F)F)c1)NNC(=O)C1CCCCC1	1.7	8	3	0.1
CCOC(=O)C1=CN(Cc2ccc(OC)cc2)C=C(C(=O)OCC)C1c1ccc(OC)cc1	-0.6	4	-1	0.1
C/C(=N\N=C1\NC(=O)C(CC(=O)Nc2ccc(F)cc2)S1)C(C)C (stereo unspecified)	-1.1	1	-3	0.0
CNC(=O)CN(c1ccc(C)cc1)S(=O)(=O)c1ccccc1	-0.8	7	-3	-0.1
COc1ccc(CCn2nnc(-c3ccc(NC(C)=O)c(Cl)c3)n2)cc1	0.2	4	5	-0.1
CCOC(=O)C1=C(C)N=c2s/c(=C/c3cc4c(cc3Cl)OCO4)c(=O)n2C1c1ccccc1 (stereo unspecified)	1.7	-2	-2	0.0
Nc1nc(NCc2cccnc2)cc(Nc2ccc(N3CCOCC3)cc2)n1	-0.4	25	5	-0.2

Seven entries from above, as a markdown table:
| SMILES | GPR151 ag | MITF inh | TEAD-YAP inh | FBW7 act |
| --- | --- | --- | --- | --- |
| O=C(COc1cccc(C(F)(F)F)c1)NNC(=O)C1CCCCC1 | 1.7 | 8 | 3 | 0.1 |
| CCOC(=O)C1=CN(Cc2ccc(OC)cc2)C=C(C(=O)OCC)C1c1ccc(OC)cc1 | -0.6 | 4 | -1 | 0.1 |
| C/C(=N\N=C1\NC(=O)C(CC(=O)Nc2ccc(F)cc2)S1)C(C)C (stereo unspecified) | -1.1 | 1 | -3 | 0.0 |
| CNC(=O)CN(c1ccc(C)cc1)S(=O)(=O)c1ccccc1 | -0.8 | 7 | -3 | -0.1 |
| COc1ccc(CCn2nnc(-c3ccc(NC(C)=O)c(Cl)c3)n2)cc1 | 0.2 | 4 | 5 | -0.1 |
| CCOC(=O)C1=C(C)N=c2s/c(=C/c3cc4c(cc3Cl)OCO4)c(=O)n2C1c1ccccc1 (stereo unspecified) | 1.7 | -2 | -2 | 0.0 |
| Nc1nc(NCc2cccnc2)cc(Nc2ccc(N3CCOCC3)cc2)n1 | -0.4 | 25 | 5 | -0.2 |

In the list so far, two contain a tert-butyl group:
SMILES	GPR151 ag	MITF inh	TEAD-YAP inh	FBW7 act
CC(C)(C)N1CC(OC(=O)Nc2ccccc2)C1	2.4	-5	-2	-0.1
CC(C)C[C@@H]1NC(=O)[C@@H]2C[C@H](NC(=O)c3cc(C(C)(C)C)nn3C)CN2C1=O	0.2	-6	-3	0.1

Continuation:
SMILES	GPR151 ag	MITF inh	TEAD-YAP inh	FBW7 act
C=CCNC(=S)NNC(=O)Cc1ccc(OC)c(Cl)c1	0.5	7	-4	0.0
CCc1cc2cc3c(cc2nc1SCC(=O)N1CC(=O)Nc2ccccc21)OCO3	1.1	7	-13	0.0
CCOc1cc(/C=C2/C(=O)N(c3ccc(I)cc3)N=C2C)ccc1O	-0.2	17	11	-0.1
Cc1ccc(S(=O)(=O)N2CCN(S(=O)(=O)N3CCCCC3)CC2)c(C)c1	0.9	9	-2	0.1
C/C=C/C(=O)Nc1ccccc1Br	0.0	23	-3	1.1
COc1ccc(CNC(=O)COc2ccccc2Cl)cc1	-0.9	8	6	0.3
COc1cccc(C2c3[nH]c4ccccc4c3CCN2C(=O)CSC)c1OC (stereo unspecified)	-0.8	10	4	-0.1
Cc1ccc(Cl)cc1NC(=S)N(Cc1ccc(Br)cc1)Cc1ccc(C(=O)O)cc1	-0.7	-11	17	-0.1
O=C(O)CCNCc1ccccc1	0.1	-5	7	0.0
COc1cc(C=O)cc(OC)c1OCCOc1ccccc1C	-0.6	-8	-10	-0.1
CC(C)CC(C(=O)OCC(=O)Nc1ccc(F)c(Cl)c1)N1C(=O)c2ccccc2C1=O (stereo unspecified)	-0.5	-3	7	-0.1
O=C(c1ccc(-n2cccc2)cc1)C(C(=O)C(F)(F)F)C12CC3CC(CC(C3)C1)C2 (stereo unspecified)	-0.3	-9	3	-0.1
Oc1ccc(CCNc2nc(Nc3ncccn3)nc3c2ncn3C2CCCCC2)cc1	-0.6	-8	6	-0.1
CCN(CC)c1cc(-c2ccccc2F)nc(C)n1	1.4	8	9	0.2
CCOc1cc(C2Nc3ccccc3C(=O)N2NC(C)=O)ccc1O (stereo unspecified)	2.7	-4	8	-0.1
COC(=O)c1ccccc1C1=C([N+](=O)[O-])C(c2cccc(Br)c2)C(C#N)=C(N)O1 (stereo unspecified)	-0.6	-3	5	-0.1
O=C(CCCN1C(=O)/C(=C\c2ccco2)SC1=S)Nc1ccccc1C(=O)O	-0.7	10	2	-0.1
Clc1nc(Nc2ccc(N3CCOCC3)cc2)c2[nH]cnc2n1	-1.3	16	-9	0.2
O=C(COc1ccc(C=C2C(=O)NC(=O)NC2=O)cc1)NCCc1ccccc1	1.0	-11	-3	-0.3
CCOc1ccc(N2C=Nc3ccc(OCC)cc3C2)cc1	1.2	-4	-6	0.1
CCCNC(=O)c1cccc(Nc2ccc(-n3ccnc3)cc2)n1	0.4	-3	16	-0.1
COc1ccc(Nc2ncnc3sc(C)cc23)cc1Cl	-0.3	-3	-28	0.0
O=C(Nc1ccc(-c2nc3ncccc3o2)cc1)c1sc2ccccc2c1Cl	-0.9	-3	-3	-0.1
O=C(COC(=O)c1cc([N+](=O)[O-])ccc1NCCO)c1ccc(F)c(F)c1	-2.2	17	-17	0.2
